Compound activity: PubChem BioAssay, several laboratories
Autophagy HCS – alters autophagy in cells; 190,000 tested, 0.98% active; MEF GFP-LC3 puncta imaging; test concentration mostly 10 µM; AID 463193; calls only at 10 µM (by protocol);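 active = percentage of spot-positive cells more than 3 SD above its plate mean, without a fluorescence outlier flag or 80% toxicity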;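 note: spot-positive cell cutoff set from DMSO-treated cells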
T cell HTS – T cell immune modulation candidate | 2C CD8+ T cell-vesicle binding, flow cytometry; active compounds read low | AID 2052 | 330,000 tested, 0.068% active | calls only at 7 µM;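 active = response, share of CD8 T cells binding vesicles, and their 90th percentile fluorescence all below set limits, cut at about 80% in these data, passing the limit was not always enough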
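Also added: QL9-peptide-loaded Drosophila micro-vesicles bearing Ld, ICAM-1 and B7-1; Test system: purified 2C TCR transgenic mouse naive CD8+ T cells; Measured by: cytometric PE anti-B7-1 and Alexa647 anti-CD8 signals after 1% paraformaldehyde fixation; Timing: binding step 1.5 h, 37 °C, antibody labelling 20 min, ice.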
b-catenin transl – alters nuclear translocation of beta-catenin in HeLa cells; immunofluorescence imaging; nuclear translocation activity, % at 5 µM; 190,000 tested, 0.3% active; AID 1665;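 active = nuclear translocation activity above 50% at 5 µM, with a well cell count of 50 or more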;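 note: per-cell ratio of nuclear to cytoplasmic median beta-catenin stain intensity; plate controls were DMSO negative control for no effect and GSK-3 inhibitor IX positive control for full effect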
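Technique: fluorescence imaging of beta-catenin antibody stain plus DAPI / Material: human HeLa cell line / Incubation: compound treatment 24 h, 37°C, 5% CO2 / Read-out basis: % activation of per-cell nuclear versus cytoplasmic median beta-catenin signal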
WT yeast gro inh – growth inhibition of WT yeast, mitochondrial fusion screen; inhibition, % at 10 µM; 190,000 tested, 2.1% active; mitochondrial fusion phenotypic screen, WT strain; in the data active = inhibition above about 58%; tested in S. cerevisiae
Insulin prom up – MIN6 insulin promoter up-regulation | MIN6 insulin promoter-GFP reporter, high-content imaging; active compounds read high | z-score at 5 µM | 190,000 tested, 0.3% active | AID 1625;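 active = z-score above 3 at 5 µM with at least 500 cells counted in the well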
Myeloid diff 2 – myeloid differentiation induction; calls only at 10 µM; AID 624256; 360,000 tested, 1% active; ER-HoxA9 myeloid progenitors, lysozyme-GFP differentiation, flow cytometry;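 active = normalized GFP-positive differentiation at or above the plate's own cutoff, the solvent-only control mean plus 3 SD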;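 note: cells exposed to compound for four days before flow analysis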
Lipid droplet – hepatic lipid droplet formation modulation. AML12 mouse hepatocytes, oleate lipid droplets, BODIPY imaging. inhibition, % at 6.5 µM. 240,000 tested, 0.4% active. AID 1656;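 active = lipid droplet intensity inhibited by at least 50%, with more than 500 cells counted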
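Material: mouse AML12 hepatocyte cell line, fixed after treatment; Timing: compound with oleate, overnight; Technique: high-content imaging of BODIPY-stained droplets and DAPI nuclei; Probe or stimulus: oleate, 100 µM final; Dosing: compound at 6.5 µM only.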
MT stabilizer – microtubule stabilizers in HeLa cells | HeLa tubulin immunostaining HCS, 24 h; share of cells brighter than vehicle mean+2SD | % tubulin-high responders, % at 10 µM | 200,000 tested, 0.83% active;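 active = plate Z-score above 3 for both tubulin-high and condensed-nucleus cell shares, with cell loss under 80%, at 10 µM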;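 note: anti alpha tubulin signal scored within the nucleus-defined area of each cell; some results filed as inactive read as strong as hits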
West Nile antiviral – West Nile virus antiviral activity, cell-based, CPE readout (AID 1621); West Nile virus-infected cells, CPE inhibition; higher % means a stronger effect; 290,000 tested, 0.02% active; CPE inhibition, % at 10 µM; hits with a dose series show IC50 in µM; in the data active = a potency from the dose series; note: strong numbers were not always called active
WT yeast gro inh mutant strain – further read-out of WT yeast gro inh, marked with its call; inhibition, %; mitochondrial fusion phenotypic screen, mutant strain inhibition
Insulin prom up cell count – second read-out of Insulin prom up, no call of its own (marks repeat the call); cell count; measured here: cytotoxicity, nuclei count;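 total cells summed across four imaged fields per well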
Lipid droplet cells 6.5 µM – second read-out of Lipid droplet, no call of its own (marks repeat the call); cell count; measured here: cell count, cytotoxicity flag;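 cells counted across two imaged fields per well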
b-catenin transl cell count 5 µM – further read-out of b-catenin transl, marked with its call; cell count; measured here: cell count, cytotoxicity flag
T cell HTS vesicle-bound % – recorded beside T cell HTS, whose call it bears; double positive events, %; measured here: CD8+ vesicle-bound cell fraction;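 binding gate set so that unloaded-vesicle control wells show 10% double positive cells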
MT stabilizer Hoechst-high % – further read-out of MT stabilizer, marked with its call; % Hoechst-high responders; measured here: nuclear condensation Hoechst responders;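 share of cells brighter than vehicle mean plus two SD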
MT stabilizer cytotoxicity % – second read-out of MT stabilizer, no call of its own (marks repeat the call); toxicity, %; measured here: cytotoxicity by cell density;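 0% = mean cell density of plate MIN control wells and 100% = no cells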
Autophagy HCS cell loss 18 h – second read-out of Autophagy HCS, no call of its own (marks repeat the call); toxicity, %; measured here: cell loss, nuclei count;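 cell loss after 18 h compound exposure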
Myeloid diff 2 GFP+ MAC1+ % – second read-out of Myeloid diff 2, no call of its own (marks repeat the call); GFP+ MAC1+ double positive, %; measured here: differentiation confirmed by MAC1 staining
Numbers without * were called inactive; i = inactive; . = no result given; + = active, no number. An unsorted share of the library; 3.9% or so of the library scored in one or more.

smiles,Autophagy HCS,Autophagy HCS cell loss 18 h,T cell HTS,T cell HTS vesicle-bound %,b-catenin transl,b-catenin transl cell count 5 µM,WT yeast gro inh,WT yeast gro inh mutant strain,Insulin prom up,Insulin prom up cell count,Myeloid diff 2,Myeloid diff 2 GFP+ MAC1+ %,Lipid droplet,Lipid droplet cells 6.5 µM,MT stabilizer,MT stabilizer Hoechst-high %,MT stabilizer cytotoxicity %,West Nile antiviral
CCOC(=O)CC(=O)Nc1ccc(C(=O)OCC)cc1,i,-4.0,i,26.9,.,.,8.7,-2.2,-0.17,1260,i,0.9,28.5,724,3.5,2.4,2.8,0.6%
CC(C)(C)c1nnc2sc(SCC(=O)c3cccs3)nn2c1=O,i,12.1,i,31.4,-4.7,929,-3.6,1.6,-1.19,1339,i,0.4,.,.,2.3,1.8,1.7,0.2%
Cc1ccc(NC(=O)N2CCC(C(=O)NCC(C)C)CC2)cc1,i,1.4,i,49.5,-0.5,1197,8.5,14.8,0.29,1292,i,1.0,.,.,7.9,2.1,8.5,-0.3%
O=C1CCCC2=C1C(c1ccc(O)c(Br)c1)C1=C(CCCC1=O)N2c1ccccc1,i,19.4,i,60.8,-3.8,1088,2.7,3.4,-1.04,1619,+,2.7*,8.9,654,2.0,2.3,5.3,-0.5%
O=C(O)c1ccc(COc2ccccc2/C=C2\NC(=O)N(Cc3ccccc3F)C2=O)cc1,i,0.7,i,50.4,-1.0,1006,-9.0,2.4,0.14,1523,i,0.3,0.7,706,2.7,0.7,6.6,0.4%
NC(=O)CCN1CCN(CCOC2Cc3cc(Cl)ccc3Sc3ccccc32)CC1 (stereo not drawn),i,15.0,i,6.2,-1.9,537,38.8,30.8,-4.24,663,i,0.3,-4.0,685,4.0,3.3,0.9,0.7%
O=S1(=O)N=C2CCCCCN2C(c2ccc(Br)cc2)N1 (stereo not drawn),i,-6.7,i,55.3,0.0,921,-3.2,1.9,1.24,1586,i,1.3,1.1,656,3.0,1.3,5.2,0.2%
O=C(Cc1ccccc1)Nc1ccc2oc(-c3ccncc3)nc2c1,i,-5.9,i,56.6,-0.2,1012,-11.5,-6.1,2.06,728,i,0.5,16.9,803,4.3,3.0,4.9,0.6%
CC(=O)Nc1ccc(S(=O)(=O)N2CCN(c3cc(C)nc4ccccc34)CC2)cc1,i,10.3,i,43.0,1.5,1087,6.1,16.2,-0.38,1268,i,0.2,-12.3,711,5.1,3.5,3.6,-1.0%
Nc1nonc1-c1noc(N2CCCCC2)n1,i,13.4,i,61.7,0.6,938,-4.2,-3.0,0.48,1239,i,0.7,.,.,8.7,1.3,5.4,-0.2%
Cc1ccc(S(=O)(=O)NC(CC(C)C)C(=O)NCc2ccco2)cc1 (stereo not drawn),i,5.4,.,.,.,.,13.0,1.4,.,.,i,8.6,13.6,805,1.5,1.4,8.7,-0.2%
COc1ccc(OC)c(NC(=O)COC(=O)/C=C/c2c(C)nn(C3CCS(=O)(=O)C3)c2Cl)c1 (stereo not drawn),i,2.2,i,14.6,15.0,1334,14.1,-12.7,-1.33,882,i,0.5,.,.,2.1,2.2,7.0,-0.3%
CN(C)S(=O)(=O)c1ccc(Cl)c(NC(=O)CN2C(=O)NC(C)(C3CC3)C2=O)c1 (stereo not drawn),.,.,i,58.7,-0.6,1423,.,.,0.1,981,i,0.3,0.9,669,.,.,.,0.6%
CCCc1cc(=O)[nH]c(SCC(=O)N2CCN(S(=O)(=O)c3ccc4ccccc4c3)CC2)n1,i,26.1,i,44.2,0.2,936,12.8,9.2,.,.,i,0.3,-0.1,495,3.4,2.1,4.8,-0.3%
N#Cc1nnn(-c2cc(Cl)cc(Cl)c2)c1N,.,.,i,26.4,-0.7,998,.,.,0.16,1441,i,1.2,-0.1,757,.,.,.,0.1%
COc1cccc(CNS(=O)(=O)c2ccc3c(c2)CC(C)N3C(C)=O)c1 (stereo not drawn),.,.,i,10.1,.,.,.,.,.,.,i,4.0,0.8,722,.,.,.,-0.9%
COC(=O)c1ccc(CNS(=O)(=O)c2ccc3ccccc3c2)cc1,.,.,i,8.8,.,.,.,.,.,.,i,0.8,8.6,729,.,.,.,0.3%
Cc1cc(C)n(-c2nc3c(c(=O)n(C)c(=O)n3C)n2CCO)n1,i,15.3,i,49.7,-2.1,1139,-1.4,3.1,-0.03,1257,i,0.2,-0.3,696,4.8,2.7,10.6,0.2%
Cn1c(CSCc2ccc(Cl)c(Cl)c2)nnc1SCC(=O)Nc1nccs1,i,14.0,i,35.5,0.2,1107,4.7,14.7,-0.06,1341,i,0.4,-0.3,711,3.2,2.7,6.6,0.1%
O=C(CSc1n[nH]c(=O)n1Cc1ccco1)Nc1ccccc1,.,.,i,34.2,-2.4,1148,.,.,.,.,i,0.2,2.4,686,.,.,.,0.2%
Cc1ccc(CN2CCSc3ccc(C(=O)N4CCOCC4)cc32)cc1,.,.,i,1.6,.,.,.,.,.,.,i,0.7,-11.8,682,.,.,.,-1.3%
CC(NC(=O)c1ccncc1)C(C)(C)C (stereo not drawn),i,1.6,i,14.2,-2.0,1165,-4.8,-4.8,.,.,i,1.5,5.1,801,0.8,0.8,6.0,1.5%
CC(C)(C)NC(=O)NC(=O)CN1CCN(S(=O)(=O)/C=C/c2ccccc2)CC1,.,.,i,32.6,.,.,.,.,.,.,i,0.4,-29.6,734,.,.,.,-0.4%
O=C(C1CCCN(CCCc2ccccc2)C1)N1CCCCC1 (stereo not drawn),i,1.7,i,29.8,-1.3,995,0.5,-23.4,0.11,1250,i,0.4,0.4,687,4.5,2.9,2.5,-0.7%
COc1ccc(NC(=O)C2CCCN2S(=O)(=O)c2ccc3c(c2)CCC(=O)N3)cc1Cl (stereo not drawn),i,10.6,i,44.5,-2.6,1098,-0.4,2.5,-0.19,1677,i,1.3,6.4,612,2.0,1.4,5.1,-0.5%
Cc1ccc(S(=O)(=O)NC(CC(C)C)C(=O)N2CCOCCOCCOCC2)cc1 (stereo not drawn),.,.,i,23.7,.,.,.,.,.,.,i,0.5,-15.2,800,.,.,.,-0.4%
CC1(C)CC(=O)C2=C(C1)OC1=C(C2)C(=O)CC(C)(C)C1,i,-7.0,i,46.1,-2.9,1137,-8.6,0.1,-0.43,1385,i,0.4,2.4,611,2.2,1.7,4.3,-0.9%
CC(Oc1ccc2c3c(c(=O)oc2c1)CCCC3)C(=O)NCCCn1ccnc1 (stereo not drawn),.,.,i,3.1,.,.,.,.,.,.,i,1.0,-21.3,740,.,.,.,0.5%
O=c1cc(N2CCCCC2)c(-c2ccccc2)nn1Cc1ccc(F)cc1,i,9.5,i,60.2,-2.5,1035,83.1*,6.5*,-0.15,1570,i,0.7,4.0,627,3.1,2.1,5.6,0.4%
Cc1ccc(NS(=O)(=O)c2c(C(=O)N3CCOCC3)c(C)n(C)c2C)cc1C,.,.,i,16.6,.,.,.,.,.,.,i,2.8,-1.4,704,.,.,.,-0.3%
COc1ccc(NC(=O)c2ccc(OCc3c(C)noc3C)c(OC)c2)cn1,i,9.4,i,54.2,0.8,1026,-7.7,-0.6,-0.03,1242,i,1.1,15.1,691,4.6,2.9,7.8,0.3%
O=C(c1ccccc1)N1N=C(c2ccccc2)CC1c1ccccc1[N+](=O)[O-] (stereo not drawn),i,0.6,i,47.6,-4.9,563,1.6,8.1,-0.08,1443,i,0.8,-1.4,696,3.6,2.5,12.1,-0.6%
COc1c(Cl)ccc(Cl)c1C(=O)NC(=S)N1CCOCC1,i,-2.9,i,25.2,-3.4,1066,9.8,15.9,0.32,1562,i,0.4,0.0,688,1.4,2.2,6.8,0.1%
COc1cccc(N2C(=O)C3CCCN3C2c2ccc(N(C)C)cc2)c1 (stereo not drawn),i,10.3,i,35.0,-1.4,1134,2.2,9.5,1.07,952,i,2.6,.,.,2.6,3.0,7.1,0.3%
C/C=C\C=C/C(=O)Nc1cccc(C2=NOC3(C2)C[C@@H](C(N)=O)N(C(=O)/C=C/C=C\C)C3)c1 (stereo partly drawn),.,.,i,38.6,0.8,1220,.,.,0.38,690,i,1.8,-18.5,719,.,.,.,-0.4%
Cc1ccc(-c2nn(-c3ccccc3)cc2C(=O)N2CCOCC2)cc1,i,-7.2,i,44.4,-7.4,969,2.4,3.1,-0.15,1262,i,0.3,.,.,2.6,1.5,1.8,-0.1%
O=C(CSc1nc(O)cc(=O)[nH]1)C1CC1,i,-6.4,i,31.9,-9.1,778,-3.0,10.5,-0.01,1161,i,0.9,.,.,1.3,1.3,12.6,0.2%
Cc1[nH]c(C)c(S(=O)(=O)Nc2cccc(Cl)c2C)c1C(=O)N1CCCC1,.,.,i,8.8,.,.,.,.,.,.,i,2.0,-0.6,713,.,.,.,-1.0%
COc1ccc(-c2[nH]c(-c3ccc(F)cc3)nc2SCC(=O)NCc2ccco2)cc1OC,.,.,i,19.0,-0.2,1132,13.8,7.9,-0.43,1110,i,2.7,.,.,2.0,1.6,9.1,-0.1%
O=C(NNS(=O)(=O)c1ccccc1[N+](=O)[O-])c1cccc([N+](=O)[O-])c1,i,7.5,i,52.7,.,.,-7.2,-10.7,-0.2,1239,i,1.2,22.2,776,2.6,2.4,9.5,-0.2%
